Avidin bead fluor – compound fluoresces at 488/530 nm on avidin beads | 0.38% of 220,000 active | fluorescence (KMESF) at 10 µM | AID 1775 | compound fluorescence 488/530 nm, flow cytometry; hits give high values; in the data active = fluorescence above about 47; note: inactives centre near 10
HRas wt GTP – human HRas wildtype GTP binding, change in either direction; P01112; GTP binding activity, % at 10 µM; GST-Ras wt beads, Bodipy-FL-GTP binding, flow cytometry; actives lie on both sides; 0.14% of 190,000 active;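 active = GTP binding activity at least 20% away from the 100% baseline, either lowered as inhibitor or raised as activator; inconclusive = flagged as likely green fluorescent, judged across all proteins in the well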;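 note: 0% = unlabeled GTP competition control and 100% = no-compound control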
Rab7 wt GTP bind – alters GTP binding to wildtype dog Rab7; GST-Rab7 beads, fluorescent GTP binding, flow cytometry; actives lie on both sides; untreated = 100%, excess cold GTP = 0%; GTP binding activity (percent of control), % at 10 µM; 0.055% of 190,000 active;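 active = fluorescent GTP binding to Rab7 beads changed by at least 20 points from the 100% baseline, either direction, mostly lower; inconclusive = compound itself probably fluorescent, or too few beads counted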;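 note: median green fluorescence of bound Bodipy-FL-GTP per Rab7 bead population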
ABCG2 block – human ABCG2 inhibition, ABCB1 as counter-screen | Q9UNQ0 | IgMXP3 cells, JC-1 efflux, flow cytometry | inhibition, % at 6.6 µM | 0.1% of 190,000 active;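 active = inhibition above 80%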;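 note: 0% = DMSO and 100% = nicardipine control wells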
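Times: 10 min at 25 °C | Test system: Two drug-resistant human cell lines, ABCG2 and ABCB1 | Quantity: 3 million cells/mL final, two lines in 1:1 ratio | Signal: Flow cytometry, 530 nm JC-1 signal | Dosing: Compound at 6.6 µM | Controls: Nicardipine and DMSO wells | Reagent: JC-1 as fluorescent efflux pump substrate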
Cdc42 wt GTP – human Cdc42 wildtype GTP binding change, either direction; P60953; GST-Cdc42 beads, Bodipy-GTP binding, flow cytometry; actives lie on both sides; percent activity (GTP binding), % at 10 µM; 0.2% of 190,000 active;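 active = percent activity GTP binding at least 20 points away from the 100% baseline, either down as inhibitor or up as activator; inconclusive = compound flagged as likely green fluorescent from well-wide comparison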;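 note: median bead fluorescence of bound Bodipy-FL-GTP at 100 nM; 0% = excess unlabeled GTP control and 100% = no compound control; below 100% means less GTP binding so inhibitor and above means activator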
Rac1 wt GTP bind – alters GTP binding to wildtype human Rac1; GST-Rac1 beads, fluorescent GTP binding, flow cytometry; actives lie on both sides; 0 = cold GTP competed, 100 = untreated; GTP binding activity (% of control), % at 10 µM; 0.27% of 190,000 active; AID 757;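 active = GTP binding activity at least 20 points away from the 100% control level, either lower or higher; inconclusive = compound flagged as likely green fluorescent, judged across all proteins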
Pf gametocyte – inhibitors of late stage P. falciparum gametocyte viability | P. falciparum stage V gametocytes, ATP luminescence, 24 h | inhibition, % at 10.9 µM | 0.065% of 150,000 active;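 active = inhibition above the mean plus 3 SD of compounds within the control limits, set per campaign, cut at about 38% in these data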;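 note: 0% = DMSO wells and 100% = medium only without gametocytes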
Rab2 wt GTP – changes GTP binding to wildtype dog Rab2A, up or down | P61105 | GST-Rab2 wt beads, Bodipy-GTP binding, flow cytometry | GTP binding activity, % at 10 µM | 0.19% of 190,000 active;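 active = GTP binding activity at least 20 points away from 100%, either lowered or raised; inconclusive = signal likely due to the compound's own green fluorescence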;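 note: 0% = beads with excess unlabeled GTP and 100% = no-compound control corrected for plate trend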
GSH fluor – compound fluoresces at 488/530 nm on GSH beads | 0.25% of 190,000 active | GSH beads flow cytometry, compound fluorescence 488/530 nm; hits give high values | fluorescence (KMESF) at 10 µM | AID 1776; in the data active = fluorescence above about 89;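 note: glutathione beads carrying GST-tagged Bcl family fusion proteins plus one bare bead set; values are compound well signal with DMSO vehicle wells as background; inactives centre near 16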
ABCB1 inh – human ABCB1 inhibition, ABCG2 as counter-screen; AID 1326; 0.067% of 190,000 active; inhibition, % at 6.6 µM; CCRF-Adr cells, JC-1 efflux, flow cytometry; in the data active = inhibition above about 40%;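 note: 0% = vehicle and 100% = reference inhibitor; higher value means more JC-1 retained so stronger ABCB1 efflux block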
Target sequence (P08183 whole entry, looked up): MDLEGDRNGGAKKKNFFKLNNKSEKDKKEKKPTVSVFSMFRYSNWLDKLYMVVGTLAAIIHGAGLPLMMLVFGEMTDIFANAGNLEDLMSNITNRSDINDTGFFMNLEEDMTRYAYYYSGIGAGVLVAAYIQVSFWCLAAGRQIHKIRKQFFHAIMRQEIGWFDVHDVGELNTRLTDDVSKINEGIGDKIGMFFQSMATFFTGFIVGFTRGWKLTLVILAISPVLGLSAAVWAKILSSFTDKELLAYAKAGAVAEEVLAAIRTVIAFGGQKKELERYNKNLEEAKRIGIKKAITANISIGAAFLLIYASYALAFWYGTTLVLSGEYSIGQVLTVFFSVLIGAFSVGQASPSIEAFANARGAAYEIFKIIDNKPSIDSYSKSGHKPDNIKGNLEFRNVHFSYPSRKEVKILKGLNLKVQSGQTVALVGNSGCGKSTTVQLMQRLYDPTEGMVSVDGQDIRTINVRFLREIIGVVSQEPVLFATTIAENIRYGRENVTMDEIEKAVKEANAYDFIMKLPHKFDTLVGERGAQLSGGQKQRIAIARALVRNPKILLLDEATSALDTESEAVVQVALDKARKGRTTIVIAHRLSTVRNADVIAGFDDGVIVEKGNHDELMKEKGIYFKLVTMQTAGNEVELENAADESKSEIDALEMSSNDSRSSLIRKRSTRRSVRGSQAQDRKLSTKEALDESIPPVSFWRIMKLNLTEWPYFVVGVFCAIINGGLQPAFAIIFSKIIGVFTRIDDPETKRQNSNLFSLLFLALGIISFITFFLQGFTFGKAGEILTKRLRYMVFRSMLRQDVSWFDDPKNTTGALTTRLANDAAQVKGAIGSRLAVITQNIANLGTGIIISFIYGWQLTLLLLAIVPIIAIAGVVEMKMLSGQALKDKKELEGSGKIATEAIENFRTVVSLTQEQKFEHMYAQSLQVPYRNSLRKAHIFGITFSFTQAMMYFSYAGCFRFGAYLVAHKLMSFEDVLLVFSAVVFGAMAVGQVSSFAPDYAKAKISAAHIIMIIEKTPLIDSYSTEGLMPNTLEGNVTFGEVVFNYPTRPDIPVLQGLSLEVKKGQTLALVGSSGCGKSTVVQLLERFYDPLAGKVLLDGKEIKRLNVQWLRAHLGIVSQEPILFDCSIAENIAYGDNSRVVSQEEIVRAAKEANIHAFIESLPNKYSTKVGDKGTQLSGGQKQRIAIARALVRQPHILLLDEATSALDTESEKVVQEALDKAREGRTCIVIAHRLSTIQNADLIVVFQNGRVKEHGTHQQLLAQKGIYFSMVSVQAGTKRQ
Rac1 mut GTP – alters GTP binding to activated mutant human Rac1. GST-Rac1 activated beads, fluorescent GTP binding, flow cytometry; actives lie on both sides; 100% means binding = to untreated wells. percent activity (GTP binding), % at 10 µM. 0.11% of 190,000 active. AID 764;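 active = GTP binding at least 20 percentage points away from the 100% baseline, in either direction, so actives lie on both sides; inconclusive = Compound likely fluorescent itself, or too few beads counted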
* marks the source's active call; other numbers are inactive results; ? = inconclusive; / = not tested or not shown; & = joins results of further samples.

Molecule	GSH fluor	ABCB1 inh	HRas wt GTP	Rab2 wt GTP	Rac1 mut GTP	Rac1 wt GTP bind	Pf gametocyte	Rab7 wt GTP bind	ABCG2 block	Cdc42 wt GTP	Avidin bead fluor
COc1ccc(CN2C(=O)c3ccccc3C2C(=O)NC2CCC(C)CC2)c(OC)c1 (stereo not given)	10	2.7	102	105	99	102	5	110	4	99	5
COc1cc(-c2nnc(Cn3cc(C(F)(F)F)ccc3=O)o2)cc(OC)c1OC	23	0.7	97	94	96	98	/	99	2	96	13
Cc1ccsc1-c1nc(CN(C)C(C2CC2)C2CC2)c(C)o1	11	-0.1	96	96	96	97	-19	97	0	95	26
O=c1[nH]ncc(N2CCN(Cc3ccccc3)CC2)c1Cl	13	-0.1	96	98	96	98	15	100	-2	99	14
O=C(O)C1C2C=CC3(CN(CC(O)COc4ccccc4)C(=O)C13)O2 (stereo not given)	47	0.6	101	98	97	101	/	99	2	99	9
Cc1ccc(Cl)cc1NC(=O)c1ccc(CSc2nnnn2C)cc1	29	-1.3	99	100	98	99	/	97	2	100	6
Cn1c(Cn2c(=O)sc3ccccc32)nnc1SCc1ccccc1	15	1.2	101	101	100	103	/	104	4	101	26
COc1ccc(NC(=O)c2ccc(NCCN3C(=O)CCC3=O)c([N+](=O)[O-])c2)cc1	20	0.6	99	99	95	102	21	109	7	98	5
O=C(O)CCNC(=O)c1ccc(NC(=O)Cc2ccc(Cl)cc2)cc1	10	-0.1	98	100	98	99	1	101	0	101	20
CCCc1cc(C(=O)OC)c2ccccc2n1	7	1.0	101	97	104	110	11	100	6	99	5
CCn1c(CSc2ncccn2)nnc1SCC(=O)N1CCc2ccccc21	52	1.4	100	93	103	106	/	99	8	101	11
Clc1nnc(N/N=C/c2ccccc2)c2ccccc12	45	-0.1	101	96	97	105	6	98	14	100	16
Clc1ccc(OCc2nn3c(C4CCCCC4)nnc3s2)c(Cl)c1	26	0.3	98	99	97	99	0	101	4	99	5
Fc1ccc(N2CCN(C(c3cccs3)c3nnnn3CCc3ccccc3)CC2)cc1 (stereo not given)	24	2.0	100	99	98	104	/	100	31	101	29
CCOC(=O)CSCC(=O)N1N=C(c2cccs2)CC1c1ccc(F)cc1 (stereo not given)	13	1.0	98	99	98	99	/	95	7	100	14
COc1cc(CC(=O)Nc2ncc(C)s2)cc(OC)c1OC	24	0.6	103	103	99	107	/	101	2	103	17
O=C(c1ccccn1)c1ncc(C(F)(F)F)cc1Cl	12	0.4	102	102	99	106	/	105	1	104	12
O=C1CSC2=NCN(c3ccccc3)CN12	16	0.0	103	100	100	111	11	101	0	102	10
CC(=O)Nc1nc(N(C)C)nc(N(C)C)n1	13	-0.1	97	100	96	98	0	103	0	97	2
Fc1ccc(C2CC(c3cccs3)=NN2C(=S)Nc2ccccc2)cc1 (stereo not given)	10	-1.0	100	99	99	102	-3	99	-5	101	11
CCNC(=S)N1CCN(CC)CC1	13	0.4	97	98	94	95	14	103	1	94	9
Cn1c(=O)n(C)c2cc(C(=O)Nc3ccc4c(c3)OCO4)ccc21	6	0.0	100	100	95	100	/	102	0	97	8
N=c1sccn1CC(=O)N1CCc2ccccc21	45	-0.3	101	98	100	107	/	100	0	102	5
Nc1ccc(C#Cc2ccccc2)cc1	15	0.3	98	96	97	93	17	95	1	96	21
Cc1c(CCOC(=O)CC23CC4CC(CC(C4)C2)C3)sc[n+]1CC(=O)c1ccc(Br)cc1	11	0.1	99	97	98	98	/	96	1	99	10
CC(C)(/C=N/NC(=O)CSCc1ccc(Cl)cc1)CCC#N	20	0.5	96	95	97	98	-25	92	8	98	14
CC(C)(C)c1nn2cnnc2n(/N=C/c2cccc3ccccc23)c1=O	12	1.4	100	101	99	98	-17	97	27	99	20
COCCn1nnnc1C(c1ccccc1)N1CCN(c2ccccc2)CC1 (stereo not given)	19	0.6	102	99	98	102	-47	98	1	100	/
Cc1ccc(N=Cc2cc(Cl)cc(Cl)c2O)nc1	12	0.6	96	93	95	95	18	96	10	91	4
O=C(Nc1ccc2ccccc2c1)/C(=C/c1cccc(Br)c1)NC(=O)c1ccco1	18	0.1	101	100	102	102	/	100	0	107	16
Cc1cc(C)cc(OCC(=O)Nc2ccc3c(c2)C(=O)c2ccccc2C3=O)c1	7	-0.4	88	85	88	85	-7	91	0	86	8
Cc1ccc(S(=O)(=O)N2CC3(C)CN(S(=O)(=O)c4ccc(C)cc4)CC(C)(C2)C3=O)cc1	19	1.9	97	96	96	97	/	99	6	97	15
CC1(C)CC2CC(C)(CN2CC(O)COc2ccccc2)C1 (stereo not given)	11	0.9	98	101	95	103	/	110	20	99	10
COc1cc(/C=N/Nc2nc3ccccc3[nH]2)ccc1O	7	-0.5	97	96	99	99	-25	99	-2	101	5
CCOC(=O)C1CCCN(c2ncnc3c2[nH]c2cccc(OC)c23)C1 (stereo not given)	21	1.0	101	99	99	105	/	99	2	100	40
O=C(C1c2ccccc2Oc2ccccc21)N1CCN(c2ccc(Cl)cc2)CC1	40	0.6	94	91	93	94	/	93	2	94	6
Cc1cc(C)c[n+](-c2nc([O-])sc2C=O)c1	9	0.0	100	98	97	101	22	97	0	101	17
CC(C)(C)c1ccc(OCC(=O)O)cc1	36	0.6	102	102	102	108	/	101	25	103	9&6
Cc1cc(C)cc(NC(=O)CSc2ccccc2)c1	9	0.2	90	92	92	95	-4	93	3	91	8
CCOC(=O)c1cc(-c2ccccc2)nn1-c1ccccn1	10	0.7	103	102	101	108	/	101	5	103	10
CCn1c(SCC(=O)OC(C)C)nnc1-c1cccc(Cl)c1	25	0.9	100	101	99	106	/	101	10	102	35
c1ccc(OCCOCCSc2ncccn2)cc1	14	0.5	98	98	101	114	/	96	1	107	33
COc1ccc(NC(=O)CC2SC(=NCC3CCCO3)NC2=O)c([N+](=O)[O-])c1 (stereo not given)	17	0.2	96	97	95	93	-15	97	7	96	7
O=C(C1CCCN(Cc2ccccc2)C1)N1CCCCC1 (stereo not given)	21	-0.8	101	101	100	108	/	103	-7	102	13
N#Cc1ccc(OCC(=O)NCCc2ccccn2)cc1	48	-1.1	96	98	98	101	-2	96	6	96	5
CC(C)c1ccc(C2N3CC4([N+](=O)[O-])CN2CC([N+](=O)[O-])(C3)C4(C)C)cc1 (stereo not given)	16	1.1	100	99	101	106	9	103	5	101	16
COc1ccc(C2(CNC(=O)CCC(=O)O)CCCC2)cc1OC	15	0.3	102	103	101	102	0	105	1	102	11
CC(C)(C)c1cccc(Oc2nn[nH]n2)c1	25	0.4	97	99	98	97	/	98	1	100	7
CC(C)CNC(=O)c1ccc(Cl)c(N)c1	10	0.1	100	99	101	103	/	96	0	101	13
COCCCNC(=O)C1C2C=CC3(CN(Cc4ccc(C)cc4)C(=O)C13)O2 (stereo not given)	24	0.6	99	97	99	101	/	98	7	103	11

Next records follow:
Molecule	GSH fluor	ABCB1 inh	HRas wt GTP	Rab2 wt GTP	Rac1 mut GTP	Rac1 wt GTP bind	Pf gametocyte	Rab7 wt GTP bind	ABCG2 block	Cdc42 wt GTP	Avidin bead fluor
Cc1ccc(C)c2[nH]c(=O)c(CN(CC3CCCO3)S(=O)(=O)c3ccc4c(c3)OCCO4)cc12 (stereo not given)	9	2.4	98	95	97	97	5	91	4	97	36
CCOC(=O)c1ccc(NC(=O)CSCC(=O)OCC(=O)c2ccccc2)cc1	11	-1.2	102	101	97	104	14	103	10	101	3
COc1ccc(CSC2=CS(=O)(=O)c3ccccc3N2)cc1	11	0.0	98	96	95	104	-10	98	2	97	6
CCOC(=O)N1CCC(Nc2c(NCCN3CCN(Cc4ccccc4)CC3)c(=O)c2=O)CC1	73	-0.1	102	100	99	103	/	101	0	100	4
CC(=O)c1ccc(NC(=O)CN(C)CC(=O)Nc2cccc(F)c2)cc1	11	1.3	100	105	96	101	-11	104	17	102	5
COc1ccc2[nH]c(=O)c(CN(C(C)=O)c3cccc(C)c3)cc2c1	25	0.7	100	98	98	103	16	96	3	103	14
N#Cc1ccc(C(c2nnnn2C2CCCC2)N2CCC(Cc3ccccc3)CC2)cc1 (stereo not given)	17	2.0	101	96	95	98	/	99	4	100	32
Cc1nc2nc(C)c(CCC(=O)N3CCc4ccccc43)c(C)n2n1	12	0.3	99	99	98	104	6	96	2	101	8
COc1cccc(CNCCNC(=O)c2ccco2)c1OC	39	-0.5	102	102	101	107	/	103	-2	103	19
CCC(=O)N1c2ccc(S(=O)(=O)CCC(=O)Nc3nccs3)cc2CC1C (stereo not given)	15	1.3	?	?	?	?	13	?	6	?	12
Cc1ccc(NC(=O)CSc2nc3c(cc2C#N)C(=O)CCC3)cc1S(=O)(=O)N(C)C	6	0.7	100	97	98	101	-21	103	3	97	3
O=C(c1csc2c1CCCC2)N1CCN(c2cccc(C(F)(F)F)c2)CC1	39	0.6	98	98	98	99	3	98	2	98	7
Cn1nnnc1CCOCCc1nnnn1C	17	0.1	103	99	100	105	-9	101	1	103	32
O=C(/C=C/NNC(=O)c1ccccc1)c1ccccc1	13	0.0	103	103	102	106	/	102	0	105	11
CCCCn1c(=N)n(CC(=O)c2ccco2)c2ccccc21	14	-0.2	104	104	101	100	/	103	-1	104	35
COCCn1c(-c2ccccc2)csc1=Nc1cccnc1	12	-0.3	98	97	95	100	13	98	-2	96	25
O=C(NC(Nc1ncc(S(=O)(=O)c2ccc([N+](=O)[O-])cc2)s1)(C(F)(F)F)C(F)(F)F)c1ccc(Cl)cc1	32	0.0	98	96	96	101	/	99	0	99	11
COC(=O)c1cccc(NC(=O)CSc2nnc(COc3ccc(C#N)cc3)n2-c2ccccc2)c1	24	0.4	99	99	99	100	6	99	0	102	17
O=C1c2ccccc2C(=O)N1CC#CCN1CCN(C(c2ccccc2)c2ccccc2)CC1	11	2.9	101	99	99	107	/	101	5	102	9
O=C(O)CCCC(=O)Nc1c(F)c(F)c(F)c(F)c1F	40	0.7	101	98	95	101	/	99	3	102	13

Source: PubChem (several laboratories)
